# MBNL1-CUG inh: blocks human MBNL1 binding to CUG repeat RNA | hit rate 0.036% among 280,000 | Potency, µM (top dose mostly 57.5 µM), inactives show at the highest dose activity change, negative = inhibition, hits mostly inhibitors | TR-FRET MBNL1-His/biotin-(CUG)12 binding, 665/545 ratio; active means well fitted inhibition curve with a large enough effect in the signal ratio, with a control signal flat, not every such curve was filed as active; inconclusive means small, poorly fitted or top-dose-only effect, or effect the other way, or a change in a side signal; inactive means no such curve, though single readings can be large or run the other way; the % refers to the signal ratio; further: on the % scale 0 is the no-effect control and ±100 the full control effect
#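 Inhibition of protein-RNA binding appears as loss of TR-FRET between terbium anti-His antibody on MBNL1-His and streptavidin-XL665 on biotin-(CUG)12. Activity is normalized to buffer-only and uninhibited-complex controls.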
# Rab9 promoter act: activators of Rab9 promoter. Potency, µM (series often up to 9.22 µM), inactives show at the highest dose activation, negative = inhibition, hits mostly activators. Huh7 Rab9 promoter-luciferase reporter, luminescence, 24 h. AID 485297. hit rate 2.8% among 320,000; further: % of control where 0% means no effect; nearly all actives have a fitted effect of over 60% in size
#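 Using Huh7 cells stably transfected with Rab9 promoter–luciferase, compounds were incubated 24 h at 37 °C, 5% CO2; luciferase luminescence was read 10 min after reagent addition.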
# BRCA1 expr act: activators of BRCA1 expression | MCF7-BRCA1-FFLuc reporter, luminescence, 48 h; response scale: scaled: vehicle 0%, 10 µM genistein 100% | Potency, µM (titrated, usually from 46.1 µM), for inactives: top-dose activation, most hits filed as activators | hit rate 1.1% among 380,000 | AID 624202; further: nearly all actives have a fitted effect of over 80% in size; some results filed as inactive show a strong effect at the top dose
#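 Using MCF7 cells harboring a BRCA1 firefly luciferase reporter, plated 2 h before compound pinning, the screen measured luminescence after 48 h incubation. Responses were normalized to DMSO and 10 microM genistein, then fitted for concentration-effect.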
# FLuc modulator: counter-screen for miR-21 project: firefly luciferase inhibitors or activators. P08659. purified FLuc, Km substrates, luminescence inhibition. Potency, µM (highest dose often 57.5 µM), inactives show at the highest dose activity change, negative = inhibition, most hits filed as inhibitors. hit rate 6.9% among 360,000;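 further: plate controls were vehicle for no effect and reference inhibitor for full effect; nearly all actives have a fitted effect of over 55% in size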
# Target sequence (P08659 whole entry, looked up): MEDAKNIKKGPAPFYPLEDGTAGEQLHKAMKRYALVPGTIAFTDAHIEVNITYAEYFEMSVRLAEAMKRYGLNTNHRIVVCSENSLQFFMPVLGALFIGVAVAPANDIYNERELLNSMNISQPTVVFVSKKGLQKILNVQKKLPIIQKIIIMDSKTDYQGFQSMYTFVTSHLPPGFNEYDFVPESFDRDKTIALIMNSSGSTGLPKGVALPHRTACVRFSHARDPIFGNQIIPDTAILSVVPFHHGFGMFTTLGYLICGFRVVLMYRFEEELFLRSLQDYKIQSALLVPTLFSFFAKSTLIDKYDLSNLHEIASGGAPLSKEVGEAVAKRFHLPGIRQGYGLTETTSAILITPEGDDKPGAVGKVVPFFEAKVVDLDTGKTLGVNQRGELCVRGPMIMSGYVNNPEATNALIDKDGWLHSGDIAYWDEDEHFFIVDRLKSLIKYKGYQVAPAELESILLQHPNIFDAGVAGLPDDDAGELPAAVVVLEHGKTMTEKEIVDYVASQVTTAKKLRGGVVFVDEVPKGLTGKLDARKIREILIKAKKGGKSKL
#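 Purified P. pyralis luciferase (10nM final) with 10uM D-luciferin and 10uM ATP (Km levels) in 50mM Tris acetate pH 7.5, 10mM Mg acetate, 0.01% Tween-20, 0.05% BSA; qHTS 6-point titration, ~60 µM downward; luminescence read.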
# RORg inh: inhibitors of mouse ROR gamma transcriptional activity. P51450. Drosophila S2 Gal4-RORgamma UAS-luciferase reporter, 20 h. Potency, µM (titrated, usually from 53.6 µM), for the others: at the top dose activity change, negative = inhibition, most hits filed as inhibitors. hit rate 5.4% among 310,000. AID 2551; further: on the % scale 0 is the no-effect control and ±100 the full control effect; nearly all actives have a fitted effect of over 60% in size
# Target sequence (P51450 whole entry, looked up, the tested form may be a part): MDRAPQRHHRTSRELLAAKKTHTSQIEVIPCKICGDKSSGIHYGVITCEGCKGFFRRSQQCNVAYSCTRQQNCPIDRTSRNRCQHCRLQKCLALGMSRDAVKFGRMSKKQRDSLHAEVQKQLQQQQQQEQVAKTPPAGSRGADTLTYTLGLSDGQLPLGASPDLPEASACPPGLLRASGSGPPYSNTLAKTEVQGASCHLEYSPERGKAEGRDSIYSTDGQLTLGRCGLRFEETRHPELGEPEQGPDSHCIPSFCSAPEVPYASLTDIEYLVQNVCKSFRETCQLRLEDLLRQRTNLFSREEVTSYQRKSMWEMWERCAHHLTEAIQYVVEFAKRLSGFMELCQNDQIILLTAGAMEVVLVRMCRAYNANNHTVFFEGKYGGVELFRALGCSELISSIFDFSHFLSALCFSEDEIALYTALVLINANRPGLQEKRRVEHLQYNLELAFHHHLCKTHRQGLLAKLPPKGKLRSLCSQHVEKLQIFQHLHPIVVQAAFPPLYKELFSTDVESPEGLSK
#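 Using a luciferase readout, inhibitors were identified by reduced reporter activity in Drosophila cells coexpressing a copper-inducible Gal4–ROR gamma fusion and UAS-driven Photinus luciferase, incubated 20 hr after 700 uM copper sulfate.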
# NPC1 promoter act: activates the NPC1 promoter; Huh7 NPC1 promoter luciferase reporter, 24 h; Potency, µM (doses to about 9.22 µM), for inactives: top-dose activation, usual class: activators; hit rate 2.4% among 320,000; AID 485313;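 further: % of control where 0% means no effect; nearly all actives have a fitted effect of over 60% in size; reporter is driven by a mutant NPC1 promoter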
#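 Cells: Huh7 expressing luciferase under the NPC1 promoter, 1500/well. Seeded 2 h, compound added, incubated 24 h at 37 °C. Luciferase reagent, 10 min ambient, then luminescence.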
# p53 reactivator: re-activators of mutant p53 | Potency, µM (top dose mostly 92.2 µM), for inactives: at the top dose activity change, positive = activation, usual class: activators | H1299 p53-A138V BP100-luciferase reporter, luminescence, 24 h | hit rate 0.063% among 320,000; further: % of control where 0% means no effect; nearly all actives have a fitted effect of over 45% in size
#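 p53-null H1299 cells stably carrying temperature-sensitive p53-A138V and a BP100-luciferase reporter were pinned with compounds (4-point, 1:5 series) and held 24 hrs at 37 deg C. Luminescence was read 10 min after detection reagent.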
# ELG1 genotoxic: genotoxicity induction in ELG1-luciferase HEK293T cells; HEK293T ELG1-luciferase reporter, luminescence, 16 h; AID 504466; hit rate 1.3% among 330,000; Potency, µM (series often up to 46 µM), for inactives: top-dose activity change, positive = activation, hits mostly activators; further: % of control where 0% means no effect; nearly all actives have a fitted effect of over 60% in size
#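 HEK293T cells expressing luciferase-tagged ELG1 were exposed to compound or DMSO vehicle for 16 hr at 37 °C and 5% CO2. Luciferase activity was then measured with ONE-Glo after 30 min at room temperature.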
# uPA surface inh: inhibitors of cell surface uPA generation | AID 540303 | hit rate 0.31% among 330,000 | Potency, µM (titrated, usually from 38.3 µM), for inactives: at the top dose activity change, negative = inhibition, usual class: inhibitors | cell surface uPA generation assay, qHTS; active means well fitted inhibition curve with a large enough effect; inconclusive means small, poorly fitted or top-dose-only effect; inactive means no such curve, though single readings can be large or run the other way; tested in mouse RAW 264.7 cells; further: on the % scale 0 is the no-effect control and ±100 the full control effect; nearly all actives have a fitted effect of over 55% in size
# CXXC DNA block: inhibitors of human MLL CXXC domain-DNA interaction | Q03164 | MLL-CXXC / FITC-HOXA9 DNA fluorescence polarization | Potency, µM (doses to about 115 µM), without a hit: at the highest dose activity change, negative = inhibition, actives largely listed as inhibitors | hit rate 0.037% among 290,000; active means well fitted inhibition curve with a large enough effect in the polarisation, with a control signal flat, not every such curve was filed as active; inconclusive means small, poorly fitted or top-dose-only effect, or effect the other way, or a change in a side signal; inactive means no such curve, though single readings can be large or run the other way; the % refers to the polarisation
#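 Fluorescence polarization: 7 uM MLL-CXXC (stock) preincubated 5 min with compounds, then 50 nM fluorescein-HOX-A9 DNA (stock) added; 30 min ambient. Buffer 50 mM Tris-HCl pH 7.5, 50 mM NaCl, 1 mM DTT, 0.05% BSA.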
# Gal4-VP16 FLuc: inhibits Gal4-VP16 luciferase reporter, ROR gamma counter-screen; Drosophila S2 Gal4-VP16 UAS-luciferase, luminescence, 20 h; hit rate 3.5% among 310,000; Potency, µM (series often up to 53.6 µM), for inactives: at the top dose activity, negative = inhibition, actives largely listed as inhibitors;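 further: Gal4-VP16 expression switched on by copper sulfate through the metallothionein promoter; on the % scale 0 is the no-effect control and ±100 the full control effect; nearly all actives have a fitted effect of over 50% in size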
# The depositor's hits bear a star; ? = inconclusive; nt = not tested or not shown; [ ] = remark or other dose. Unless noted, the call rests on the fitted dose curve; in most records, active means well fitted curve in the direction sought with a large enough effect; inconclusive means small, poorly fitted or top-dose-only effect, or another doubt; inactive means no such curve, though single readings can be large; an effect the other way counts as inactive or inconclusive. Potency means the concentration at half of the fitted maximal effect.
smiles	MBNL1-CUG inh	Rab9 promoter act	BRCA1 expr act	FLuc modulator	RORg inh	NPC1 promoter act	p53 reactivator	ELG1 genotoxic	uPA surface inh	CXXC DNA block	Gal4-VP16 FLuc
COc1ccccc1NC(=O)C1CCCN1C(=O)NCc1ccccc1 (stereo not drawn)	-4%	3%	0%	5%	8%	0%	-5%	2%	3%	2%	-5%
COc1ccccc1C(=O)NCCC(=O)Nc1ccc(C)cn1	4%	-2%	-3%	-4%	?	-1%	24%	17%	-2%	7%	17%
O=C1CC2(CCN(C(=O)C3CC(=O)N(c4ccc(F)cc4)C3)CC2)Oc2ccccc21 (stereo not drawn)	nt	1%	1%	2%	nt	1%	1%	0%	2%	nt	nt
O=C(NNc1nc2c(F)cccc2s1)C1=COCCO1	0%	3%	-15%	1%	11µM*	0%	1%	1%	-2%	-1%	-28%
CCOC(=O)N1CCN(C(=O)CCc2cc(OC)c(OC)c(OC)c2)CC1	-5%	-1%	-2%	-2%	0%	-5%	9%	0%	-5%	10%	3%
CC(O)Cc1cn([C@@H](CCCCN)C(=O)N2CCNCC2)nn1 (stereo partly drawn)	1%	-1%	12%	0%	1%	-4%	-1%	2%	-4%	2%	9%
O=C(/C=C/Nc1cccc(C(F)(F)F)c1)c1ccc(Oc2ncccn2)cc1	?	?	25%	12µM*	33%	?	28%	0%	12%	-2%	-18%
Cc1ccc(-c2n[nH]c(=S)n2/N=C/c2c(C)[nH]n(-c3ccccc3)c2=O)cc1	-14%	1%	24%	12µM*	10µM*	-2%	-4%	-1%	-5%	-1%	-26%
COc1ccc(CN(C(=O)CO/N=C/c2ccccc2)c2ccccc2C(=O)O)cc1	nt	-3%	16%	11%	-6%[10 µM]	0%	2%	0%	4%	7%	-5%
CC(=O)Nc1ccc(C(=O)Nc2cc(C(F)(F)F)ccc2-n2cnc3ccccc32)cc1	-9%	0%	-59%	7%	26%	-4%	-12%	0%	-5%	11%	6%
Cc1nnc(N)nc1C	-1%	4%	-14%	-3%	4%	1%	-2%	0%	3%	-11%	-2%
O=C1CC(c2ccccc2)CC2=C1C(c1ccccn1)Nc1ccccc1N2 (stereo not drawn)	0%	3%	0%	-2%	22%	2%	-6%	2%	3%	2%	1%
Cc1cccnc1NC(=O)c1ccc(S(=O)(=O)N2CCCCCC2)cc1	nt	5%	-2%	0%	nt	2%	5%	-1%	-4%	nt	nt
COc1cccc(C2=NN(C(=O)c3ccco3)C(c3ccco3)C2)c1 (stereo not drawn)	13%	10%	15%	11µM*	12%	18%	-1%	10%	-17%	7%	14%
Cc1ccccc1C(=O)NCCN1CCOCC1	8%	-2%	2%	-1%	-13%	-3%	4%	6%	-4%	8%	-8%
S=C(NCc1ccncc1)Nc1ccccc1	-3%	-3%	-2%	0%	18%	-5%	14%	-4%	14%	0%	2%
c1ccc2oc(CCc3nc4ccccc4o3)nc2c1	-4%	?	50%	-17%	2%	?	5%	?	0%	9%	-10%
COc1ccc(-c2cnnc(N/N=C/c3ccc(C)o3)n2)cc1	?	-3%	0%	-3%	5µM*	-6%	0%	15%	-2%	8%	-9%
CCOC(=O)[C@H]1[C@H]2COc3cc(OC)ccc3[C@@H]2N2C(=O)c3cc(OC)c(OC)cc3NC(=O)[C@@]12C	nt	-5%	-12%	-2%	nt	-2%	-2%	2%	-8%	nt	nt
CCOC(=O)C1CCCN(C(=O)c2ccc3oc(CCc4ccccc4)nc3c2)C1 (stereo not drawn)	-2%	30%	17%	13µM*	9%	?	16%	12%	7%	11%	?
Cc1c(NC(=O)CC(O)(C(F)(F)F)C(F)(F)F)c(=O)n(-c2ccccc2)n1C	-2%	3%	20%	2%	-5%	0%	-3%	1%	3%	0%	0%
CC(=O)NCc1ccc(C(=O)CCl)s1	-2%	-32%[inhibitor]	-11%	2%	11µM*	-30%[inhibitor]	-13%	?	-5%	5%	7.1µM*
O=C(CSc1nc2ncccc2[nH]1)Nc1ccc2c(c1)OCO2	-4%	-2%	-12%	?	0%	1%	4%	-4%	-1%	-14%	0%
COc1ccc(NC(=O)c2cc(C(C)C)on2)c(OC)c1	?	3.5µM*	58%	?	?	?	?	15µM*	-14%	3%	7.1µM*
Cc1ccc(S(=O)(=O)NCC(=O)OCC(=O)NCc2ccc3c(c2)OCO3)cc1	nt	-1%	-20%	-3%	nt	-2%	0%	1%	2%	nt	nt
N#C/C(=C\c1cccc(OC(=O)c2cccs2)c1)C(N)=O	?	-4%	-18%	-4%	-2%	3%	0%	9%	-4%	113%[activator]	-21%
Cc1nc2cc(-c3ccc(F)cc3)nn2c(N2CCOCC2)c1C	-1%	4%	nt	?	18%	-4%	15%	11%	nt	9%	25%
N#Cc1ccccc1NC(=O)CSc1nnc(-c2ccccc2O)n1-c1ccccc1	1%	2%	-45%	-1%	13µM*	-2%	-12%	-10%	nt	9%	?
COc1cccc(-c2cc(C(=O)N/N=C/c3ccco3)c3ccccc3n2)c1	15%	1%	-33%	3.4µM*	3.2µM*	-1%	-12%	1%	-8%	9%	7.1µM*
C=CCOC(=O)C1=C(C)NC(C)=C(C(=O)OCC=C)C1/C=C/c1ccccc1	-1%	-1%	-45%	-11%	?	0%	2%	7%	5%	2%	-14%
Cn1nccc1C(=O)NC1CCCc2c1cnn2-c1ccc(C(C)(C)C)cc1 (stereo not drawn)	0%	-39%[inhibitor]	-51%	?	?	-41%[inhibitor]	1%	-14%	-8%	7%	2.5µM*
O=C(NC1CCS(=O)(=O)C1)c1c(NC(=O)C2COc3ccccc3O2)sc2c1CCCC2 (stereo not drawn)	-3%	-5%	-32%	-1%	31%	-7%	-14%	0%	-5%	-6%	-16%
CCCn1c2ccccc2c2cnn(CC(=O)OC)c(=O)c21	8%	2%	-12%	-1%	3%	-3%	-7%	2%	0%	-5%	8%
N#Cc1nccnc1S(=O)(=O)c1cccs1	19%	-49%[inhibitor]	-9%	?	3.2µM*	-7%	-13%	-20%	-7%	-8%	3.5µM*
CCN1CCN(CCCN(Cc2ccco2)C(=S)Nc2cc(Cl)ccc2C)CC1	-1%	3%	2%	-4%	20%	-7%	-1%	-1%	13%	7%	25%
OCC[C@@H]1C[C@H](O)[C@@H](O)[C@@]2(Cc3ccccc3CCO2)O1	-11%	-5%	20%	0%	-17%	-2%	nt	3%	6%	1%	-4%
O=C1CCN(Cc2ccc(Br)cc2)CCN1CCO	2%	-2%	9%	0%	-3%	0%	5%	-1%	-5%	1%	-1%
Clc1ccc2nncn2n1	11%	0%	22%	0%	-13%	-2%	0%	0%	7%	2%	1%
CN(C)S(=O)(=O)c1ccc(NC(=O)c2cc3ccccc3o2)cc1	7%	?	46%	15µM*	?	?	22%	-1%	nt	-2%	-12%
CCOC(=O)Cn1cnc([N+](=O)[O-])n1	6%	nt	0%	2%	-36%	nt	nt	nt	0%	-7%	8%
O=C(NCCc1ccc2c(c1)OCCO2)c1ccc(F)cc1	-3%	-1%	34%	?	?	6%	?	-3%	-6%	0%	6%
COc1ccc(Cc2nnc(N/N=C/c3ccc(Br)cc3)[nH]c2=O)cc1OC	nt	-6%	-2%	1%	13%	0%	7%	7%	-3%	19%	-8%
CCCCC1OC23CCCCC2C(C#N)(C(=N)O3)C1(C#N)C#N (stereo not drawn)	20%	5%	0%	-2%	0%	-3%	20%	-1%	3%	-4%	-6%
CC(=O)Oc1ccccc1C(=O)N(C1CCCCC1)C1CCCCC1	-5%	-1%	-25%	1%	?	-3%	nt	0%	-8%	-5%	1%
COc1cc(S(=O)(=O)NC2CCCCC2C)ccc1Cl (stereo not drawn)	-8%	-2%	-19%	1%	-1%	2%	3%	1%	16%	1%	-12%
O=C(NCc1cccs1)c1ccc(Br)o1	-12%	4%	32%	-4%	6%	-2%	0%	3%	-2%	5%	3%
COc1ccccc1/C=C/C(=O)NCC(=O)N/N=C/c1cccnc1	?	-7%	-25%	3%	24%	0%	-2%	-1%	10%	13%	-11%
OCC1(Cc2ccc(F)cc2)CCCN(CCCC(F)(F)F)C1 (stereo not drawn)	-7%	-1%	-7%	-5%	4%	-2%	7%	-2%	-44%	-4%	-11%

# This is a subset; the hit share may differ from the screen's.
